PglD DTNB – blocks C. jejuni PglD acetyltransferase activity | purified PglD enzyme, DTNB colorimetric CoA detection | inhibition, % at 12.5 µM | actives 0.098% (n = 360,000) | AID 602405; in the data active = inhibition above about 16%, passing the limit was not always enough; inconclusive = no clear call, values can overlap the other calls; note: strong numbers were not always called active
DENV2 CPE rescue – DENV2-induced cell death inhibition. DENV2-infected cells, cytopathic effect rescue, plate reader. actives 1.7% (n = 350,000). CPE inhibition, % at 9.99 µM; in the data active = CPE inhibition above about 20%, passing the limit was not always enough; inconclusive = no clear call, values can overlap the other calls; tested in BHK-21 cells;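 note: 0% = median of neutral control wells and 100% = median of positive control wells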
SIRT5 inh – sirtuin-5 (human) deacylase inhibition; Purified SirT5, succinyl-peptide AMC, trypsin-coupled fluorescence; actives 1.1% (n = 330,000); inhibition, % at 15 µM; AID 652115; Q9NXA8; in the data active = inhibition above about 15%; inconclusive = no clear call, values can overlap the other calls
Statin myotox sup – suppression of simvastatin myotoxicity | rescue of ATP level, % at 7.49 µM | C2C12 myotubes + simvastatin, ATP luminescence, 48 h; scaled: DMSO 0, geranylgeraniol control 100 | actives 0.78% (n = 330,000);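 active = mean ATP rescue above about 67%, or every replicate alone reaching that limit, limit read from the data, passing the limit was not always enough; inconclusive = no clear call, values can overlap the other calls; inactive = mean under the limit and some replicate under it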;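 note: myotubes were challenged with 10 µM simvastatin during compound exposure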
E-selectin induc – induces E-selectin expression in human endothelial cells; P16581; actives 0.37% (n = 260,000); HUVEC E-selectin immunofluorescence imaging; normalized: neutral wells 0, TNF-alpha wells 100; activation, % at 7.58 µM;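 active = mean E-selectin-positive cell signal at least 10% of the positive control, reached in at least 60% of replicates, without over 20% cell loss; inconclusive = no rule given, readout overlaps actives, possibly toxicity-flagged; inactive = the rest, including those meeting only one limit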;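 note: in these data hits start at about 27%; measured in HUVEC primary endothelial cells; signal is the percent of cells scored E-selectin positive by PE staining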
Target sequence (P16581 whole entry, looked up): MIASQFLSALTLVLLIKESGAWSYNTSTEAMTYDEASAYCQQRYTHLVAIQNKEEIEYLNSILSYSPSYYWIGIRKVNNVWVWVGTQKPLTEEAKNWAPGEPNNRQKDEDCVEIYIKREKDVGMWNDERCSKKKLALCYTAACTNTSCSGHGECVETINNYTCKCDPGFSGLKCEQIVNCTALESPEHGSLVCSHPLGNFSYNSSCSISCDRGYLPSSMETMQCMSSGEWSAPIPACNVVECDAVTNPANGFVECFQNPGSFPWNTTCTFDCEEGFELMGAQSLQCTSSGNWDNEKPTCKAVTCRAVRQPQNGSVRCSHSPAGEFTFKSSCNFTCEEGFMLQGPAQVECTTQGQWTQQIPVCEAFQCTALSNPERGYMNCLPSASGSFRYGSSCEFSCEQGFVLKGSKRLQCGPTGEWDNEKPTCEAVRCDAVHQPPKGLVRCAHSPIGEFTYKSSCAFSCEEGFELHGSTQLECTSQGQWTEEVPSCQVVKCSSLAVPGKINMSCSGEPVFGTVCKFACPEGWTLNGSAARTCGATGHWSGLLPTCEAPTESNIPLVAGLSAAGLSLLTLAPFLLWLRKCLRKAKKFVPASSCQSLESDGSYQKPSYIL
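assay system = HUVEC, human umbilical vein endothelial cells | input = 3,000 HUVEC seeded per well | medium = EGM-2 growth medium on 0.1% gelatin-coated wells | dosing = one compound dose added by pin transfer | signal = immunofluorescence imaging | read-out basis = % PE-positive cells | control set = TNF-alpha, DMSO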
S100A4 inh HTS – blocks human S100A4 binding to myosin IIA peptide | P26447 | S100A4/TAMRA-MyoIIA peptide fluorescence polarization | inhibition, % at 10.7 µM | actives 0.14% (n = 360,000) | AID 652163;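 active = mean inhibition of at least 70% across replicates, with every replicate also reaching that level; inconclusive = mean inhibition reaches 70% but some replicates fall short; inactive = mean inhibition below 70%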
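Test system – S100A4 monomer (human) · Compound – single-point compound testing · Schedule – 5 min incubation before reading · Probe or stimulus – TAMRA-labelled myosin IIA heavy-chain peptide probe, 5 nM · Benchmarks – neutral control DMSO, positive control TFP · Medium – Calcium-containing HEPES buffer, pH 7.2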
ERp5 block – inhibitors of human ERp5 | Q15084 | ERp5 insulin aggregation, absorbance 650 nm, 90 min | inhibition, % at 9.99 µM | actives 0.05% (n = 350,000) | AID 651711;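 active = mean replicate inhibition above about 25%, with every replicate also reaching it, limit read from the data, passing the limit was not always enough; inconclusive = only one of those two criteria met; inactive = neither criterion met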
Target sequence (Q15084 whole entry, looked up): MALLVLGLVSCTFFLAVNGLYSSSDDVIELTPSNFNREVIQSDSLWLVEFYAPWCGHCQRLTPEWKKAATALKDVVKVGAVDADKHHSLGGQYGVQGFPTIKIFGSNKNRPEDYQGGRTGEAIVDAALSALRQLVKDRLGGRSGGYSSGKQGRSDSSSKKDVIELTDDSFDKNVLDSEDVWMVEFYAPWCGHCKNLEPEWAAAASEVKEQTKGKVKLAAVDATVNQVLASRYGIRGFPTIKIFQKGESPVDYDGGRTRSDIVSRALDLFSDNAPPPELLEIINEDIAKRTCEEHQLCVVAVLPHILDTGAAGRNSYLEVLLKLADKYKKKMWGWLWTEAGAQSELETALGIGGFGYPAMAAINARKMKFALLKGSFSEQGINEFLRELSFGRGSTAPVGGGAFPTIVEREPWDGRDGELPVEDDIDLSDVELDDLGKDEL
Active calls of the source: *; u = inconclusive; x = no result given. Only part of the results is shown; the hit share may differ from the screen's.

Molecule,PglD DTNB,DENV2 CPE rescue,SIRT5 inh,Statin myotox sup,E-selectin induc,S100A4 inh HTS,ERp5 block
C#CCNC(=O)C1=C[C@@H](c2ccc(C#C)cc2)C[C@@H](OCc2ccc(CO)cc2)O1,7,-3,x,0,0.0,2,8
CSc1ccc(CCNC(=O)CS(=O)(=O)Cc2nc(-c3ccccc3F)oc2C)cc1,0,0,-1,4,1.1,3,-1
COc1ccc2c(c1)Sc1ccccc1N2,x,3,x,x,5.5,-10,1
C[C@@H]1CN([C@@H](C)CO)C(=O)Cc2cc(NC(=O)Cn3cnnn3)ccc2O[C@@H]1CN(C)C(=O)Nc1ccccc1,-1,u,-3,-16,0.0,-3,-6
Cc1ccc(NC(=O)CN2C(=O)S/C(=C\c3cc(C)n(-c4cccc(C(=O)O)c4)c3C)C2=O)cc1,x,x,4,x,x,42,-4
CCOc1cc(OCC)c(C(C)=O)cc1OCC,-2,-4,x,-1,x,8,-1
CCC(C)NC(=O)C1c2ccccc2C(=O)N1Cc1ccc(F)cc1 (stereo not given),1,-6,-11,7,-1.8,-5,-11
COc1ccc(NC(=O)N(C)C[C@@H]2OCc3ccccc3-c3ccccc3C(=O)N([C@@H](C)CO)C[C@H]2C)c(OC)c1,3,5,-7,x,0.4,-2,3
COc1ccc(OCC(O)CN2CCN(Cc3ccc4c(c3)OCO4)CC2)cc1 (stereo not given),x,0,-2,x,0.2,0,0
COc1ccc(C2SCC(=O)N2c2ccc(C)cc2)cc1 (stereo not given),4,-1,-1,9,x,-6,3
COCC(=O)Nc1ccc2c(c1)OC[C@@H](C)N(Cc1ccccn1)C[C@H](C)[C@@H](OC)CN(C)C2=O,1,1,-2,-6,-0.1,-7,-5
C[C@H](NC(=O)c1nc[nH]c1C(=O)N1CCNCC1)C(=O)OCc1ccccc1,-2,-23,x,6,0.2,-3,-8
O=C(Nc1nc2cc3c(cc2s1)OCCO3)c1ccc([N+](=O)[O-])o1,-8,12,-1,23,-0.3,1,11
CC(C)(C)C(=O)Nc1cccc(-c2ccc[nH]2)n1,x,9,x,x,-0.2,-8,-1
Cn1nc(C(=O)OCC(=O)c2ccccc2)c2ccccc2c1=O,6,12,-1,2,x,-1,-3
CN1c2ccc(-c3cccc(C#N)c3)cc2[C@@H]2[C@@H](CCN2S(=O)(=O)c2ccccc2F)[C@H]1CO,-1,7,1,15,-0.5,8,-3
CCOC(=O)/C(C#N)=C/c1ccc(SC)cc1,x,-4,0,x,x,0,-4
COC(=O)[C@@]12C[C@@H](CC(=O)NCc3cccs3)C(=O)N(Cc3ccc4c(c3)OCO4)C1=CCC(C)(C)C2,x,-4,x,x,-0.1,2,2
C=CCNC(=O)Cc1c(OC)ccc2cc(Br)ccc12,x,6,-2,x,x,-2,2
Cc1cc(-c2nnc(CCC(=O)N(CC3CC3)CC3CCCO3)o2)no1 (stereo not given),x,1,-5,x,-0.1,-3,0
COc1ccccc1NS(=O)(=O)c1cccc(-n2c(O)c(C=Nc3ccccc3C(=O)O)c3ccccc3c2=O)c1,-11,-1,11,x,x,-6,9
COCCN1C(=O)/C(=C/c2ccc(N3CCCC3)cc2)SC1=S,x,16,5,x,x,-22,-5
CCC(=O)N1C[C@H](C)[C@@H](OC)CN(C)C(=O)c2cc(NC(=O)C3CCOCC3)ccc2OC[C@@H]1C,3,9,x,18,-0.1,3,1
O=C(Nc1cccc(F)c1)N1CCCCN2[C@H](CO)[C@H](c3ccc(C#Cc4cccnc4)cc3)[C@H]2C1,0,-15,9,5,-0.1,2,-2
O=C(NCCCN1CCOCC1)c1ccc2c(c1)N(Cc1cccc(Cl)c1)C(=O)CS2,4,-2,-1,-9,x,1,0
C/C(=N\Nc1cccc2cccnc12)c1ccc[nH]1,3,-3,5,-14,11,-4,-4
Cc1ccccc1OCC(=O)OCC(=O)c1ccc(-c2ccccc2)cc1,8,-2,x,-1,x,-1,6
O=C(NC1CCCc2ccccc21)c1cc(F)cc(F)c1 (stereo not given),3,1,1,11,0.1,1,2
CC(C)(C)c1csc(NC(=O)c2cccnc2)n1,-9,-2,0,10,x,6,2
NC(=O)[C@@H]1CCCNc2c(F)cc([N+](=O)[O-])cc2C(=O)N[C@@H](CO)C(=O)NCC(=O)N1,2,6,-3,-8,0.0,-1,-7

Three compounds out of the list above, sorted by the value under SIRT5 inh, largest number first.
smiles,PglD DTNB,SIRT5 inh,S100A4 inh HTS,ERp5 block
COc1ccccc1NS(=O)(=O)c1cccc(-n2c(O)c(C=Nc3ccccc3C(=O)O)c3ccccc3c2=O)c1,-11,11,-6,9
Cc1ccc(NC(=O)CN2C(=O)S/C(=C\c3cc(C)n(-c4cccc(C(=O)O)c4)c3C)C2=O)cc1,x,4,42,-4
O=C(NC1CCCc2ccccc21)c1cc(F)cc(F)c1 (stereo not given),3,1,1,2

(listing goes on)
Molecule,PglD DTNB,DENV2 CPE rescue,SIRT5 inh,Statin myotox sup,E-selectin induc,S100A4 inh HTS,ERp5 block
Cc1ccc(N2C3=C(C(=O)CC(C)(C)C3)C(c3cn(C)nc3C)C3=C2CC(C)(C)CC3=O)cc1,-1,-2,-1,x,-0.2,112*,8
O=C(COc1ccccc1C(=O)NCc1ccncc1)Nc1ccc(Br)cc1,x,0,1,x,x,3,6
CC(=O)Nc1ccc(NC(=O)c2ccccc2Nc2ccccc2)cc1,0,-4,-3,12,x,2,8
CCCn1cc(CN2CCCC(CNC(=O)c3ccc(F)cc3)C2)c(C)n1 (stereo not given),x,x,-7,x,x,-7,6
O=C(Cc1ccc(Cl)cc1)NN1C(=O)c2ccccc2C1=O,x,-2,-2,x,x,-7,-99
Cc1ccc(C)c(NC(=O)CN(C)C(=O)c2oc3c(Cl)cccc3c2C)c1,3,2,-6,2,1.0,-3,3
O=C1CC(c2ccc(O)c(O)c2)Oc2c1ccc(O)c2O (stereo not given),-5,-3,5,13,x,-1,-2
O=C1CCCCC1C(=O)c1ccccc1 (stereo not given),x,-4,-3,x,-0.1,-6,3
COc1ccccc1C(=O)NNC(=O)c1ccc(F)cc1,x,13,-1,x,1.1,5,-1
COc1ccc(-c2sc3cc4c(cc3c2C#CC2(N)CCCCC2)OCO4)cc1,-5,9,x,-14,x,-4,-1
COc1ccc(/C(C)=N/OCC(=O)N2CC3(C)CC2CC(C)(C)C3)cc1 (stereo not given),-5,16,1,9,x,1,2
C=C(C)c1cccc(C(C)(C)NC(=O)Nc2cc(C)ccn2)c1,-2,-1,0,x,x,-4,-6
CC(C)c1ccc(Nc2ccc(C(=O)O)cc2[N+](=O)[O-])cc1,-2,10,30*,0,1.9,-3,0
COC(=O)C1=C(C)N(Cc2ccccc2)C(=NCCc2c[nH]c3ccccc23)N[C@H]1c1cccc(F)c1,4,1,-1,-4,-0.2,-1,4
COc1ccc(-c2cnc3ccccc3n2)cc1NC(=O)CNC(=O)c1ccccc1,0,-6,-4,x,-0.3,3,-2
CCc1ccc(/C=N/NC(=O)c2nnn(-c3nonc3N)c2CN2CCOCC2)cc1,-1,-3,4,-8,x,18,1
CCN(CC(=O)NC1CCS(=O)(=O)C1)S(=O)(=O)c1cc(C)ccc1C (stereo not given),x,3,6,x,-0.9,2,3
COc1ccc(-c2ccoc2)cc1[C@H]1[C@H]2C=CC[C@@H](C)[C@@H]2C(=O)N1Cc1ccccc1,-1,x,x,-4,-0.2,-3,1
O=C(CN(C(=O)c1ccccc1Cl)N1C(=O)C2C3C=CC(C3)C2C1=O)c1cccs1 (stereo not given),x,5,7,-3,0.5,0,0
Cn1ccc(NC(=O)Nc2cccc(C(F)(F)F)c2)n1,1,0,-2,1,x,5,-5
CCOC(=O)CSc1nc2sc3c(c2c(=O)n1-c1ccc(C)cc1)CCN(C)C3,-4,-9,-20,1,x,-2,-4
CCOc1ccc(S(=O)(=O)Nc2cccc(C(=O)NCCCn3ccnc3)c2)cc1,0,u,4,6,x,0,-5
Cc1nc2nc[nH]n2c(=O)c1CC(=O)O,1,x,x,3,x,-5,0
CC(C)C[C@H]1CNC(=O)C(=O)N1C[C@@H]1CCCN1C[C@H](Cc1ccc(O)cc1)N1C[C@H](Cc2ccccc2)N(CC2CCCCCC2)C(=O)C1=O,x,2,2,x,0.0,2,0
CCN(C(=O)COC(=O)C1CCN(S(=O)(=O)c2ccc3c(c2)OCCO3)CC1)C1CCS(=O)(=O)C1 (stereo not given),1,-4,-1,4,-2.4,-1,-5
Cc1ccc(S(=O)(=O)CCC(=O)Nc2nnc(CC(C)C)s2)cc1,x,u,4,x,0.9,-1,0
COc1ccc(NC(=O)N(C)C[C@@H]2Oc3ccc(NS(=O)(=O)c4ccc(Cl)cc4)cc3CC(=O)N([C@H](C)CO)C[C@@H]2C)cc1,-1,-8,-2,17,0.5,6,-7
COC(=O)c1ccc2c(C)c(C3(O)CCCCC3)[nH]c2c1,2,u,x,8,0.3,-1,3
O=C(CSc1nc2ccccc2nc1N1CCOCC1)Nc1ccccc1F,4,-5,-1,1,-0.1,1,5
CCOc1ccc(OCC(=O)NCc2n[nH]c(=O)c3ccccc23)cc1,-4,u,0,-20,0.2,1,0

Molecule,PglD DTNB,DENV2 CPE rescue,SIRT5 inh,Statin myotox sup,E-selectin induc,S100A4 inh HTS,ERp5 block
CCN(CC)S(=O)(=O)c1ccc(S(=O)(=O)N2CCC(N3CCCCC3)CC2)cc1,2,7,x,28,0.0,-1,-1
Cc1noc(C)c1NC(=O)Nc1cccc2c1O[C@H](CN(C)Cc1ccc(Cl)c(Cl)c1)[C@H](C)CN([C@H](C)CO)C2=O,0,0,0,22,-3.5,-15,4
CCOC(=O)[C@@H]1CSCCS(=O)(=O)N1C(=O)[C@H](CC(C)C)NC(=O)OC(C)(C)C,x,3,-3,x,x,-3,6
CCn1ccnc1CN(C)C(=O)C1CCC(=O)N(CCc2cccc(F)c2)C1 (stereo not given),-2,-1,1,2,x,1,-7
COc1ccc2cc(CCNC(=O)c3c(-c4ccccc4Cl)noc3C)c(=O)[nH]c2c1,-3,-6,2,4,0.1,2,-1
C[C@@H](NC(=O)[C@H]1[C@H](CO)[C@H]2Cn3c(ccc(-c4cccc(F)c4)c3=O)[C@H]2N1C)c1ccccc1,x,4,1,x,-0.2,-5,-3
O=C(Nc1cccc(Cl)c1N1CCCC1)c1ccco1,2,2,-5,-14,x,-1,2
CCCCN1CC[C@H]2C=CC[C@@H](C(=O)Nc3ccc(OC)cc3)[C@H]2C1=O,-3,x,x,-24,-0.2,x,x
CCCC1=C(C(=O)OCC)C(c2cccnc2)n2nc(C)nc2N1 (stereo not given),x,15,-2,8,0.2,-8,0
C[C@@H]1CN([C@@H](C)CO)C(=O)c2cc(NC(=O)Nc3ccccc3)ccc2O[C@H]1CN(C)C(=O)Nc1ccc(F)cc1,1,-9,-4,4,-3.1,-1,5
Cc1cccc(C(=O)OCC(=O)NCc2ccc(Cl)cc2)c1,-3,29*,-1,12,1.0,1,1
C#CCn1c(-c2cccs2)nc2ccccc21,x,-1,-15,-7,2.1,-4,9
O=C(Nc1cccc(S(=O)(=O)N2CCCCC2)c1)c1ccc(N2CCCC2=O)cc1,-2,-1,-1,2,-0.2,8,-7
CCN(CC)S(=O)(=O)c1ccc(NC(=O)[C@@H](NC(=O)c2cc(OC)cc(OC)c2)C(C)C)cc1,x,-3,-7,x,1.0,-6,-6
O=C(C[C@H]1C=C[C@H](NC(=O)CN2CCOCC2)[C@H](CO)O1)NCc1cccc(F)c1,-1,-1,0,-5,-0.1,18,-3

Source: PubChem
